Kir21 block – inhibitors of mouse Kir2.1 inward-rectifier potassium channel | B-score at 10 µM | AID 1672, 2009 | HEK293-Kir2.1, FluxOR thallium flux fluorescence; stronger effect = lower value | Inward rectifier potassium channel 2 (Mus musculus), P35561 | actives 0.85% (n = 310,000);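 active = fluorescence ratio B-score at or below minus 3 SD of library scores, with starting-brightness B-score within 2 SD, cut at about -4.2 in these data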;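 note: channel flux triggered by added potassium and thallium sulfate stimulus; B-score of peak minus minimum fluorescence over baseline after thallium stimulus; more negative B-score means stronger Kir2.1 block with less thallium influx; some compounds called inactive have numbers as strong as hits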
Target sequence (P35561 whole entry, looked up): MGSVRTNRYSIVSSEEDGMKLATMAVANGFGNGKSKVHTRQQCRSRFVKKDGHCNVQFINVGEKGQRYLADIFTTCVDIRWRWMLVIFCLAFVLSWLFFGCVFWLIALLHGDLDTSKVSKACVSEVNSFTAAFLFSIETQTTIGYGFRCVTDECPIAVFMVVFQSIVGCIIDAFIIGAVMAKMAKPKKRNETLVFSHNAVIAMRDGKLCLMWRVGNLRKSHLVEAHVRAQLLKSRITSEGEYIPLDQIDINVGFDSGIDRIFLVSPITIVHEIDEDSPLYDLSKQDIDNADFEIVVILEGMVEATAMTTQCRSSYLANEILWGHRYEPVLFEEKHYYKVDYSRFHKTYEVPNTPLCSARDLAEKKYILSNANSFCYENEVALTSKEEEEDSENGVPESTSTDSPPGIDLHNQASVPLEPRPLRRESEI
STK33 kinase inh – inhibitors of purified STK33 kinase, primary screen, biochemical, ADP-Glo luminescence, homogeneous, cell-free. Serine/threonine-protein kinase 33 (Homo sapiens), Q9BYT3. MBP phosphorylation. inhibition, % at 10 µM. actives 0.073% (n = 320,000);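 active = inhibition at or above 25%, using the most active replicate where run in duplicate; inactive = inhibition below 25%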
Target sequence (Q9BYT3 whole entry, looked up): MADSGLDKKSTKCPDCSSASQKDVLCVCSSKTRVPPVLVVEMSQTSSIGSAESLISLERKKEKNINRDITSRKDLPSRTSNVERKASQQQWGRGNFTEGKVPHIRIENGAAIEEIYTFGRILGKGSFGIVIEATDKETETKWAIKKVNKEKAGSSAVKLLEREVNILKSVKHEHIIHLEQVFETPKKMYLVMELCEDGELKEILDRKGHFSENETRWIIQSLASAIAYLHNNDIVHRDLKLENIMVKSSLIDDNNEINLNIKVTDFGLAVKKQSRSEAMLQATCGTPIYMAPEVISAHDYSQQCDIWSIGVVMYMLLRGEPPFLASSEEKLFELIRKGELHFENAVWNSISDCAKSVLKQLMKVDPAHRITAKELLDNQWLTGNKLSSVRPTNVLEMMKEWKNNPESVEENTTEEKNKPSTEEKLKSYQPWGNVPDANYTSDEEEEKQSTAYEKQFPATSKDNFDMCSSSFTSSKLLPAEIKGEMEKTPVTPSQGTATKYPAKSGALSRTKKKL
The depositor's hits bear a star; · = no result given.

Kir21 block	STK33 kinase inh	canonical_smiles
·	-0.8	COc1ccc(NC(=O)[C@@H]2CCCN2S(=O)(=O)c2cccc3cccnc23)cc1
0.52	-1.2	COc1cc(C(=O)N(Cc2ccc(F)cc2)C2CCS(=O)(=O)C2)cc(OC)c1OC (stereo not drawn)
0.41	1.2	Cc1ccccc1NC(=O)CSc1nnc(CNC(=O)c2ccc3c(c2)OCO3)n1C
3.24	-1.3	CCN(CC)S(=O)(=O)c1ccc(N2CCCC2)c(C(=O)Nc2ccc(OC)c(Cl)c2)c1
0.8	-1.2	CCC(Oc1ccc(C)c(C)c1)C(=O)O (stereo not drawn)
1.12	-0.2	COC(=O)Cc1ccc(OCc2ccc(Cl)nc2)cc1
-0.5	-1.0	CN1CCC(N(C)C(=O)Cc2ccccc2[N+](=O)[O-])CC1
0.5	-0.1	Cc1cccc(OCCCCn2c(CO)nc3ccccc32)c1
-0.11	-0.1	O=C(O)CC1(c2ccccc2)C(=O)c2ccccc2C1=O
-0.09	2.1	CCC(C)NC(=O)c1cc2c(=O)n3cccc(C)c3nc2s1 (stereo not drawn)
0.05	0.1	O=C(O)c1ccc(N=Cc2c(O)ccc3ccccc23)cc1
·	-0.9	CCN(c1ccccc1)S(=O)(=O)c1cccc(C(=O)OCC(=O)Nc2ccc(NC(C)=O)cc2)c1
-1.12	-1.1	COc1ccc(CNC(=O)C2(CC3CC(c4ccccc4)=NO3)CCN(C(=O)C3CCCC3)CC2)cc1 (stereo not drawn)
0.3	-0.4	Cc1ccc(S(=O)(=O)N2CCC(=O)N(C(CO)Cc3ccccc3)CC2)cc1 (stereo not drawn)
0.45	-2.3	CCNC(=O)N1CCC(n2nccc2NC(=O)CCCc2ccccc2)CC1
0.68	0.2	COCCNC(=O)c1cc2cc(Br)cc(OC)c2oc1=O
-0.67	7.6	Cc1cccc(-n2cnc(C(=O)N/N=C/c3ccccc3)c2)n1
-2.25	-1.0	Cc1ccccc1C1=NC(c2ccc(F)cc2F)ON1 (stereo not drawn)
-2.92	-0.9	COc1ccc([N+](=O)[O-])cc1NC(=O)C1(c2ccccc2)CCOCC1
0.46	0.1	CCCCc1ccc(NC(=O)N2CCN(c3cc(C)nc4ccccc34)CC2)c(C)c1
0.32	-0.3	CCC1CCCCN1C(=O)CCNS(=O)(=O)c1ccc2c(c1)oc(=O)n2C (stereo not drawn)
·	-0.2	CCOc1ncccc1C(=O)Nc1cc(S(=O)(=O)N2CCCCC2)ccc1C
-0.62	1.1	CN1Cc2c(N3CCOCC3)nc3sc(C(=O)c4ccccc4)c(N)c3c2CC1(C)C
-0.46	-0.9	COc1ccc(OC)c(S(=O)(=O)N2CCNCC2)c1
·	-0.5	CCCNC(=O)C(Cc1ccccc1)NC(=O)Cc1ccccc1 (stereo not drawn)
0.06	0.3	CCOC(=O)N1CCC(n2c(=S)[nH]c3cc(OC)c(OC)cc3c2=O)CC1
-0.83	-2.8	CC1(C)C2CCC1(C)C(OC(=O)CSc1nc(N)cc(=O)[nH]1)C2 (stereo not drawn)
·	-0.1	Cc1csc(NC(=O)C2CC(=O)N(c3ccc4c(c3)OCCO4)C2)n1 (stereo not drawn)
-0.69	0.0	Cc1ccc(CNC(=O)Cc2noc3ccccc23)cc1
1.63	-1.0	Cc1nc2ccccc2n1CC(=O)N1CC(=O)Nc2ccccc21
-0.35	-0.7	CN1C2=C(C(=O)CC(C)(C)C2)C(c2cccs2)C2=C1CC(C)(C)CC2=O
1.28	-1.4	Cc1ccc2nc(-c3ccccn3)cc(C(=O)NCCc3ccc(F)cc3)c2c1
0.1	-1.4	CC(=O)NCc1ccc(S(=O)(=O)NC(C)CCc2ccccc2)cc1 (stereo not drawn)
0.46	-0.9	CCN(CC)CCCNC(=O)CCc1c(C)n(CC)c2cc(-c3ccccc3OC)nn2c1=O
-7.42*	-0.5	CCC(NC(=S)NCc1ccc(F)cc1)c1ccccc1 (stereo not drawn)
-0.23	-1.2	Nc1c(-c2ccc(Cl)cc2)cnn1C1CCS(=O)(=O)C1 (stereo not drawn)
-1.18	-2.2	O=C(OCc1nnc(-c2ccc(Cl)cc2)o1)c1ccncc1
-0.01	0.7	COc1ccccc1-n1c(C)nc(=O)c(-c2ccccc2)c1C
-0.64	-1.2	Cc1cccc(-n2ncc3c2CCCC3NC(=O)CCN2CCCCO2)c1C (stereo not drawn)
0.6	0.0	O=C(Nc1nc(-c2ccccn2)cs1)c1ccc(Br)s1
1.42	-0.6	Cc1cc(=O)oc2cc(OCC(=O)Nc3ccc(CN4CCOCC4)cc3)c(Cl)cc12
-0.84	-1.3	CC1=C(C(=O)OCc2ccccc2)C(c2cccnc2)n2ncnc2N1 (stereo not drawn)
0.33	0.2	Nc1nc(NCCc2ccccc2)nc(NCc2ccccc2)c1[N+](=O)[O-]
4.43	-0.1	Cc1nccn1CC(O)COc1ccccc1 (stereo not drawn)
0.03	9.4	COc1cc(CNc2ccc(N3CCOCC3)c(C(=O)O)c2)ccc1OCC(N)=O
-0.81	-1.1	COc1ccc(OC)c2[nH]c(=O)c(CCNC(=O)C3CCCCC3)cc12
-0.08	-1.5	COc1ccc(NC(=O)c2ccc(-n3cccn3)nc2)c(OC)c1
·	-0.8	CCOc1ncccc1C(=O)Nc1cccc(S(=O)(=O)N2CCCCC2)c1
-0.8	-0.8	Cc1cc2cc(CN(Cc3ccco3)C(=O)NCc3ccccc3)c(=O)[nH]c2cc1C
0.01	0.2	O=C(N/N=C/c1ccc([N+](=O)[O-])o1)c1cc2ccccc2o1

The closing five entries of the section before are carried over, then new ones follow.
Kir21 block	STK33 kinase inh	canonical_smiles
-0.81	-1.1	COc1ccc(OC)c2[nH]c(=O)c(CCNC(=O)C3CCCCC3)cc12
-0.08	-1.5	COc1ccc(NC(=O)c2ccc(-n3cccn3)nc2)c(OC)c1
·	-0.8	CCOc1ncccc1C(=O)Nc1cccc(S(=O)(=O)N2CCCCC2)c1
-0.8	-0.8	Cc1cc2cc(CN(Cc3ccco3)C(=O)NCc3ccccc3)c(=O)[nH]c2cc1C
0.01	0.2	O=C(N/N=C/c1ccc([N+](=O)[O-])o1)c1cc2ccccc2o1
-0.02	1.8	COc1ccc(OC)c(C(=O)COC(=O)C2CC3CCCC(C2)C3=O)c1 (stereo not drawn)
-3.29	-0.4	Cc1ccc(CC(=O)OCC(=O)NC2CCCC(C)C2C)cc1C (stereo not drawn)
-3.01	-0.2	O=C(c1cccnc1)N(Cc1ccccc1)c1ccccc1
-0.6	0.7	COc1ccc(Cn2c(C)c(C)c(C#N)c2NC(=O)Nc2cccc(Cl)c2)cc1
0.83	-0.5	COc1ccccc1C1=NOC(COc2ccc3c(C)cc(=O)oc3c2)C1 (stereo not drawn)
0.29	-0.9	C#CCn1c(CCNC(=O)c2ccco2)nc2ccccc21
-0.38	1.7	CCCCN(C)Cc1c(C)[nH]c2c(ccc3ccccc32)c1=O
-0.2	-1.2	COCCOC(=O)c1c(NC(=O)COC(=O)Cc2cccc(OC)c2)sc(C(N)=O)c1C
0.01	-1.1	COc1ccc(-c2ccc(CCC(=O)O)n2NC(N)=O)cc1
-0.12	-1.7	Cc1c(NC(=S)NC(=O)c2cccc(Br)c2)c(=O)n(-c2ccccc2)n1C
0.6	-1.2	Cc1ccc(/C=C/C(=O)Nc2cc(C)on2)cc1
-0.27	-0.7	O=[N+]([O-])c1cccc(-c2n[nH]c(=S)n2-c2ccc(Br)cc2)c1
0.53	-1.3	C=CCOc1cccc(/C=N/NC(=O)CC(=O)NC2CCCCC2)c1
1.36	0.5	CC1Cc2cc(S(=O)(=O)N3CCN(c4ccccc4)CC3)ccc2N1C(=O)C1CC1 (stereo not drawn)
0.12	-0.8	CCC(OC(=O)c1ccco1)C(=O)NCc1ccc(C)cc1 (stereo not drawn)
-0.69	0.0	CN(Cc1ccccc1)C(=O)N1CCOCC1
0	-0.3	CCc1cc(=O)oc2c3c(cc(OCC(=O)NCc4ccco4)c12)OC(C)(C)CC3
1.16	-0.6	CC(=O)c1sc(NC(=O)C2CCN(c3ncnc4sc(C)c(C)c34)CC2)nc1-c1ccccc1
2.36	1.2	O=C(N/N=C/c1ccccc1C(=O)O)C(=O)N1CCCCC1
-0.16	·	COCCCn1c(-c2ccc(OC)cc2)nc2nc3ccccc3nc21

Records listed above that bear a hit mark in Kir21 block.
Kir21 block	STK33 kinase inh	canonical_smiles
-7.42*	-0.5	CCC(NC(=S)NCc1ccc(F)cc1)c1ccccc1 (stereo not drawn)

Going on with the list:
Kir21 block	STK33 kinase inh	canonical_smiles
0.34	0.6	COC(=O)c1cc(S(=O)(=O)N2CCOCC2)ccc1Sc1ccccc1N
-0.27	-0.3	O=C(CCCC(=O)N(CC(=O)NC1CCCCC1)Cc1ccc2c(c1)OCO2)Nc1ccccn1
-1.09	-1.8	COC(=O)c1ccccc1NC(=S)NC(=O)c1ccc2c(c1)OCO2
·	0.5	CSCCC(NC(=O)c1ccco1)C(=O)N1CC(C)OC(C)C1 (stereo not drawn)
-0.37	-0.5	CCCSc1nnc(-c2ccccc2NC(=O)CC)c(=O)[nH]1
0.1	0.8	CCC(=O)N=c1sc2ccccc2n1-c1ccccc1
-1.02	1.6	COC(=O)c1cc2c(N)c(C(=O)c3ccc(Cl)cc3)sc2nc1C(OC)OC
0.74	-0.8	CC(Sc1ccsc1[N+](=O)[O-])C(=O)N1CCN(c2ccccn2)CC1 (stereo not drawn)
-0.52	0.0	CCOC(=O)c1[nH]c2ccc(OCC)cc2c1NC(=O)CN1CCN(c2ccccc2)CC1
-0.6	0.2	CC1Cn2c(nc3sc4c(c3c2=O)CC(C)(C)OC4)N1CCO (stereo not drawn)
0.03	2.1	N#C/C(=C\c1ccc(-c2ccc([N+](=O)[O-])cc2Br)o1)C(=O)N1CCN(c2ccccc2)CC1
1.73	1.5	O=C(CN1C2CCCC1CC(NC(=O)c1ccccc1)C2)Nc1ccccc1 (stereo not drawn)
1.71	-1.8	O=C(CCC(=O)OCC(=O)c1ccc(F)cc1)NC1CCCCC1
-2.14	24.8	CCn1c2ccccc2c2nc3cc(OC)c(OC)cc3nc21
0.01	-0.3	O=C(Nc1ccc2c(c1)OCO2)c1c(Cl)nc2sccn12
0.12	0.0	CCCc1cc(=O)oc2cc(C)cc(OC(C)C(=O)NCc3ccncc3)c12 (stereo not drawn)
-0.01	-1.9	CN(CC(=O)Nc1ccc(Cl)cc1)CC(=O)Nc1cc(Cl)ccc1C#N
0.88	1.9	COc1ccccc1C(=O)Nc1ccc(N2CCN(Cc3ccccc3)CC2)cc1
0.82	-3.0	C[C@@H](C(=O)NCC1CC1)[C@H]1C[C@]1(C)[C@H](NC(=O)OCc1ccccc1)c1ccccc1
0.28	1.7	COCCNC(=O)c1ccc(CSc2nc3ccccc3s2)cc1

Full records from above:
Shown for `COCCNC(=O)c1ccc(CSc2nc3ccccc3s2)cc1` → Kir21 block: 0.28; STK33 kinase inh: 1.7
Shown for `O=C(CCC(=O)OCC(=O)c1ccc(F)cc1)NC1CCCCC1` → Kir21 block: 1.71; STK33 kinase inh: -1.8
Shown for `CCCc1cc(=O)oc2cc(C)cc(OC(C)C(=O)NCc3ccncc3)c12` (stereo not drawn) → Kir21 block: 0.12; STK33 kinase inh: 0.0

Next section.
Kir21 block	STK33 kinase inh	canonical_smiles
-0.04	0.4	Cn1c(SCC(=O)Nc2cccc3ccccc23)nc(O)cc1=O
-0.26	-1.1	O=C(CN1CCCCC1)Nc1scc2c1c(=O)oc1ccccc12
1.14	-1.1	COc1cccc2cc(C(=O)N3CCN(c4ccc(C)cc4C)CC3)c(=O)oc12
·	-1.8	Cc1cccc(NS(=O)(=O)c2ccc3c(c2)Cc2cc(S(=O)(=O)Nc4cccc(C)c4C)ccc2-3)c1C
-0.94	0.8	COc1ccc(N2C(=O)CC(Sc3nc4ccccc4s3)C2=O)cc1OC (stereo not drawn)
1.38	0.5	COc1cccc(-c2cc(C(=O)NCC3CCCO3)c3cc(Br)cc(C)c3n2)c1 (stereo not drawn)
1.47	2.5	CCCC(=O)Nc1ccc(Cl)c(NC(=O)c2ccco2)c1
2.46	-0.9	CC[C@H](C)[C@@H]1NC(=O)c2cc([N+](=O)[O-])cc(F)c2OCC[C@@H](C(N)=O)NC(=O)[C@H](CCCCN)NC1=O
0.97	7.6	CCOC(=O)c1cccc(NC(=O)CN(C)S(=O)(=O)c2cnc[nH]2)c1
1.06	-1.2	COc1ccccc1N1CN(Cc2ccccc2)CNC1=S
0.37	-0.1	Cc1n[nH]c(=O)c2c(NC(=O)CSc3ccc(F)cc3)oc(C)c12
0.68	0.7	Cc1c(C(=O)O)oc2ccc(S(=O)(=O)NC3CCCCCCC3)cc12
0.15	-1.6	CC(OC(=O)Cc1ccccc1[N+](=O)[O-])C(=O)Nc1ccc(Cl)cn1 (stereo not drawn)
-0.55	0.8	O=C(/C=C/c1ccc2c(c1)OCO2)NCCCN1CCOCC1
0.03	-2.3	CCN1CCc2c(OCC(=O)Nc3ccc4c(c3)OCCO4)cccc2C1=O
-1.3	0.1	O=S(=O)(c1ccc2nc(N3CCN(c4ccccc4)CC3)ccc2c1)N1CCCCC1
-0.46	-1.8	CC(C)(C)OC(=O)N1CCC(CNC(=O)c2cccs2)CC1
-0.46	-0.3	CCCCNC(=O)O[C@H]1C[C@@H]2CCN3C(=O)CCC[C@H]([C@H]1Cc1ccccc1)[C@H]23
-1.05	0.3	O=C(NC(c1ccccc1)C(Cl)(Cl)Cl)c1ccccc1 (stereo not drawn)
-0.97	·	CCOc1cc(/C=N/NC(=O)c2cccs2)cc([N+](=O)[O-])c1O
